Screening data from PubChem BioAssay.
Growth percent in the NCI-60 one-dose screen (48 h, 10 µM unless noted): 100 = growth as untreated, 0 = no growth, -100 = all killed.
UACC-62 = UACC-62 melanoma; 81,000 tested, 5.4% active
M14 = M14 melanoma. 80,000 tested, 6.2% active
SK-MEL-2 = SK-MEL-2 melanoma; 77,000 tested, 4.7% active; AID 1794763
SK-MEL-5 = SK-MEL-5 melanoma | 80,000 tested, 6.4% active
EKVX = EKVX NSCLC. AID 1794765. 71,000 tested, 3% active
A549/ATCC = A549/ATCC NSCLC | 81,000 tested, 3.7% active
UACC-257 = UACC-257 melanoma; 78,000 tested, 4.4% active
MALME-3M = MALME-3M melanoma; 78,000 tested, 5.8% active
Active calls of the source: *; x = no result given. How the source made its calls: active means growth percent below 10; inactive means the rest.

SMILES	UACC-62	M14	SK-MEL-2	SK-MEL-5	EKVX	A549/ATCC	UACC-257	MALME-3M
CSc1nc2c(c(=O)[nH]1)C(c1ccc(C)cc1)C=C(C(=O)O)N2 (stereo unspecified)	129	100	120	102	x	106	110	99
CSc1nc(-c2cccs2)c2c(N)[nH]nc2n1	94	126	104	101	73	99	114	121
Cc1ccc(S(=O)(=O)Oc2ccc(-c3ccc4occc4c3)cc2)cc1	84	107	112	96	77	96	105	99
CCOC(=O)c1[nH]c(Cc2[nH]c(C)c(C(=O)OCC)c2C)c(C(=O)OCC)c1C	78	118	89	82	99	87	96	110
O=C(O)C[n+]1ccccc1	105	102	96	105	100	x	x	99
COc1cc(-c2cc(-c3c(Cl)cccc3Cl)nc(N3CCOCC3)c2C#N)cc(OC)c1OC	56	89	80	53	59	77	102	108
Cc1ccc(Nc2nnc(-c3ccc(Cl)cc3)o2)c(C)c1	71	58	68	93	x	79	88	62
COC(=O)C1=Nc2ccc(F)cc2/C1=C\c1sc(=S)n(C(Cc2ccccc2)C(=O)O)c1O (stereo unspecified)	80	95	104	96	92	101	99	87
N=C(N)SC1c2ccccc2-c2ccc([N+](=O)[O-])cc21 (stereo unspecified)	93	94	100	100	88	97	101	98
COc1cc(CNc2cccc3[nH]c(C(F)(F)F)nc23)cc(OC)c1	69	98	x	100	x	91	99	76
Cc1ccc(C(Cl)(c2ccc(C)cc2)c2ccc(C)cc2)cc1	98	x	96	106	102	101	101	115
CCCCCCCSc1ncnc2[nH]ncc12	77	109	73	92	x	101	104	120
O=S(=O)(Nc1ccsc1-c1nc(-c2ccccc2)no1)c1ccc(Cl)s1	75	89	95	91	93	93	85	96
CCCCCCCCCCCCCCCCN=Cc1ccc(Cl)cc1Cl	106	125	127	108	101	103	103	130
CSCCC(NC(=O)c1ccccc1)C(=O)N/N=C1\S/C(=C/c2ccccc2F)C(=O)N1C (stereo unspecified)	97	102	108	99	104	98	89	94
CSc1nc(SCCO)c(C#N)c(-c2cccc([N+](=O)[O-])c2)n1	98	97	109	99	95	106	110	95
O=C(/C=C/c1ccco1)c1ccccc1	98	102	101	106	103	91	98	118
C1=Cc2ccccc2N(c2nnc(-c3ccccc3)o2)c2ccccc21	86	100	108	72	94	93	111	109
COc1ccc2nc(-c3nonc3N)[nH]c2c1	103	105	114	99	88	97	105	104
COc1ccc(CSC(=N)N)cc1OC	102	100	97	105	99	89	86	99
Cc1ccc(C(=O)CC(=O)C(F)(F)C(F)(F)C(F)(F)F)s1	97	103	113	106	95	104	105	99
O=Nc1ccc2ccccc2c1O	27	x	x	48	64	87	18	63
CCOC(C=O)OCC	104	106	102	106	x	97	97	93
C/C=C/C1=CN2C(=O)c3cc(OC4OC(C)C(NC)C(C)(O)C4O)c(C)c(O)c3N=C[C@@H]2C1 (stereo partly specified)	-91*	-63*	18	-62*	-3.2*	5.2*	-6.5*	-52*
O=C1Nc2c(ccc(Cl)c2Cl)/C1=C\c1cc(C(F)(F)F)cc(C(F)(F)F)c1	-3.9*	-18*	38	x	27	26	25	-55*
C=CCn1c(SCC(=O)Nc2ccc(C(=O)/C=C/c3ccc(OC)cc3)cc2)nnc1-c1c[nH]c2ccccc12	83	x	111	92	95	101	113	98
CCCCCCCCCCCCCCCC[N+](C)(C)CCCNS(=O)(=O)c1cccc(C(F)(F)F)c1	98	x	107	106	105	106	110	106
CC(=O)Nc1c(I)cc(I)c(C(=O)O)c1I	112	104	111	x	99	103	96	94
CCCCc1cn(CC(=O)N2c3ccccc3Sc3ccc(C(F)(F)F)cc32)nn1	87	107	109	85	92	79	101	103
CCOC(=O)C(CCc1ccccc1[N+](=O)[O-])C(C)=O (stereo unspecified)	95	x	96	105	106	96	90	120
O=c1nc2[nH]c3ccc(F)cc3c2n[nH]1	81	103	x	x	x	103	x	91
CCCOc1cc2c(cc1CCC)OCO2	104	93	117	100	95	106	117	117
N#CC1=C(N)O[C@]23c4ccccc4C(=O)[C@]12N(NC(=O)c1cc2ccc1CCc1ccc(cc1)CC2)C(=S)N3c1cccnc1	99	98	106	90	85	100	94	106
CCCCCc1cc(OC(=O)c2c(O)cc(O)cc2CCCCC)cc(O)c1C(=O)O	92	106	106	96	x	99	103	97
C=CCCCCCCCCC(C)=O	108	103	112	106	x	102	107	102
CS(=O)(=O)c1ccc(C(=O)N/N=C/c2ccccc2O)cc1	16	33	40	32	26	39	23	64
Oc1ccc2ccccc2c1C1NNC(=S)N1 (stereo unspecified)	39	65	70	64	44	56	92	81
CCOC(=O)C1NNc2c3ncnc-3ncn2C1=O (stereo unspecified)	96	103	98	100	x	105	101	134
O=C(CNc1nnc(-c2cccnc2SCc2ccccc2)s1)Nc1nc(Cl)cc(Cl)n1	108	106	x	113	112	120	157	99
N#Cc1c(Cl)nc(NS(=O)(=O)c2ccccc2)nc1-c1ccc(Cl)cc1	105	128	112	114	107	119	117	103

18 structures already listed, sorted by heavy-atom count, smallest number first.
SMILES	UACC-62	M14	SK-MEL-2	SK-MEL-5	EKVX	A549/ATCC	UACC-257	MALME-3M
CCOC(C=O)OCC	104	106	102	106	x	97	97	93
O=Nc1ccc2ccccc2c1O	27	x	x	48	64	87	18	63
O=c1nc2[nH]c3ccc(F)cc3c2n[nH]1	81	103	x	x	x	103	x	91
CCCOc1cc2c(cc1CCC)OCO2	104	93	117	100	95	106	117	117
COc1ccc2nc(-c3nonc3N)[nH]c2c1	103	105	114	99	88	97	105	104
CCOC(=O)C1NNc2c3ncnc-3ncn2C1=O (stereo unspecified)	96	103	98	100	x	105	101	134
CCOC(=O)C(CCc1ccccc1[N+](=O)[O-])C(C)=O (stereo unspecified)	95	x	96	105	106	96	90	120
Cc1ccc(C(=O)CC(=O)C(F)(F)C(F)(F)C(F)(F)F)s1	97	103	113	106	95	104	105	99
CS(=O)(=O)c1ccc(C(=O)N/N=C/c2ccccc2O)cc1	16	33	40	32	26	39	23	64
N#Cc1c(Cl)nc(NS(=O)(=O)c2ccccc2)nc1-c1ccc(Cl)cc1	105	128	112	114	107	119	117	103
O=C1Nc2c(ccc(Cl)c2Cl)/C1=C\c1cc(C(F)(F)F)cc(C(F)(F)F)c1	-3.9*	-18*	38	x	27	26	25	-55*
CCCCc1cn(CC(=O)N2c3ccccc3Sc3ccc(C(F)(F)F)cc32)nn1	87	107	109	85	92	79	101	103
CCCCCc1cc(OC(=O)c2c(O)cc(O)cc2CCCCC)cc(O)c1C(=O)O	92	106	106	96	x	99	103	97
O=C(CNc1nnc(-c2cccnc2SCc2ccccc2)s1)Nc1nc(Cl)cc(Cl)n1	108	106	x	113	112	120	157	99
C/C=C/C1=CN2C(=O)c3cc(OC4OC(C)C(NC)C(C)(O)C4O)c(C)c(O)c3N=C[C@@H]2C1 (stereo partly specified)	-91*	-63*	18	-62*	-3.2*	5.2*	-6.5*	-52*
CCCCCCCCCCCCCCCC[N+](C)(C)CCCNS(=O)(=O)c1cccc(C(F)(F)F)c1	98	x	107	106	105	106	110	106
C=CCn1c(SCC(=O)Nc2ccc(C(=O)/C=C/c3ccc(OC)cc3)cc2)nnc1-c1c[nH]c2ccccc12	83	x	111	92	95	101	113	98
N#CC1=C(N)O[C@]23c4ccccc4C(=O)[C@]12N(NC(=O)c1cc2ccc1CCc1ccc(cc1)CC2)C(=S)N3c1cccnc1	99	98	106	90	85	100	94	106

Individual results from the results shown.
Oc1ccc2ccccc2c1C1NNC(=S)N1 (stereo unspecified) in SK-MEL-5 shows 64
CCCOc1cc2c(cc1CCC)OCO2 in UACC-257 shows 117

Continuation.
SMILES	UACC-62	M14	SK-MEL-2	SK-MEL-5	EKVX	A549/ATCC	UACC-257	MALME-3M
O=S(=O)(O)c1ccc2cc(O)ccc2c1	100	103	106	97	106	111	105	101
CC[C@]12C=CCN3CC[C@@]4(c5ccc(OC)cc5N(C)[C@H]4[C@@](O)(C(=O)OC)[C@@H]1OCc1cn(Cc4ccc(F)cc4)nn1)[C@@H]32	88	97	96	78	83	76	101	91
COc1cc(/C=C/C(=O)c2ccc(Cl)cc2)ccc1Oc1nc(NCCO)nc(N2CCOCC2)n1	94	99	100	100	100	103	114	94
COc1ccc(-c2oc3c(OC)c4c(c(OC)c3c2-c2cc3c(OC)c5c(c(OC)c3oc2=O)OCO5)OCO4)cc1	93	100	116	99	96	103	112	105
COc1cccc(Cc2cc(-c3ccccc3)nn(CC(=O)c3ccccc3)c2=O)c1	46	60	85	39	65	79	95	97
CCOC(=O)c1c(Nc2ccccc2)nn2c(-c3ccc4ccccc4c3)ccnc12	89	96	x	96	102	100	109	95
Cn1ncc2c(=O)nc3c(-c4ccccc4)n[nH]n3c21	97	104	112	110	x	101	99	99
Cc1ccc(-c2csc(NC(=O)c3cc(-c4ccccc4)nc4ccccc34)n2)cc1	79	94	88	91	84	93	102	96
CCC(=O)Oc1ccc(/C(=C(\C)c2ccccc2)c2ccc(OCCN3CCCCC3)cc2)cc1	88	72	92	83	87	71	72	79
C(=C(c1ccccc1)c1ccccc1)=C(c1ccccc1)c1ccccc1	112	107	x	104	112	93	97	135
CCOC(=O)C(=CNc1cc(C(F)(F)F)ccc1N1CCOCC1)C(=O)OCC	81	106	x	86	x	92	108	111
COc1cc2nc(Sc3nnc(N)s3)n(Cc3ccccc3)c(=O)c2cc1OC	92	109	119	x	x	97	109	93
Cc1onc(-c2c(F)cccc2Cl)c1C(=O)Oc1ccccc1	63	91	107	88	x	97	x	102
CC(C)(C)[Si](C)(C)OC1[C@@H](CNC(=O)NC(=O)NC(N)=O)O[C@@H](n2cnc3c(NC(=O)Nc4ccccc4)ncnc32)[C@H]1O[Si](C)(C)C(C)(C)C (stereo partly specified)	88	68	95	92	90	44	94	79
O=CN1N=C(c2cccc(Nc3ccncc3)c2)CC1c1ccc2c(c1)OCO2 (stereo unspecified)	100	96	85	92	68	84	80	87
Cn1cc(-c2nnc(N)nc2-c2c[nH]c3ccc(F)cc23)c2cc(Br)cnc21	51	77	71	82	94	66	100	106
O=C1Nc2ccccc2/C1=N/N=C/c1c[nH]c2ccccc12	38	60	56	77	22	78	92	72
COC(=O)c1cc(-c2cccs2)c(C#N)c(N)c1C#N	99	110	112	102	x	101	100	116
CC(C)(O/N=C(\C(=O)N[C@@H]1C(=O)N2C(C(=O)[O-])=C(C[n+]3ccccc3)CSC12)c1csc(N)n1)C(=O)O (stereo partly specified)	102	102	x	100	103	105	114	101
Sc1cccc2c(S)cccc12	x	99	129	105	x	110	103	x
CC/C(=C(\c1ccc(OCCN2CCCCCCC2)cc1)c1ccc(OC(=O)c2ccccc2)cc1)c1ccc(Cl)cc1	98	89	x	100	103	98	107	97
CC1SCCN(c2ccccc2)C1=O (stereo unspecified)	94	103	112	98	99	97	96	103
COc1ccc2cc(-c3ccnc4c(N=Nc5ccc(Cl)cc5)c(-c5ccccc5)nn34)ccc2c1	87	95	101	93	98	81	82	95
COc1ccc(NC(=S)N/N=C/c2ccc(C#N)cc2)cc1	84	95	92	99	109	83	77	105
CC1=[N+](C)C(C)(C)CC(C)O1 (stereo unspecified)	94	103	116	92	110	102	105	112
Brc1ccc(COc2ccc(Nc3ncnc4onc(-c5ccccc5)c34)cc2)cc1	65	88	98	87	90	84	90	104
COc1cc(CC(=O)C(=O)O)oc(=O)c1	102	106	98	103	106	104	102	105
Clc1ccc(C2=Nn3c(N/N=C/c4ccco4)nnc3SC2)cc1	87	111	109	97	103	92	101	116
Cc1cnc(SCc2ccc(Cl)cc2)[nH]c1=S	99	102	89	97	103	94	102	96
C=CC(=O)NC1c2ccccc2Oc2ccccc21	x	88	99	104	90	87	96	93
CCN(CC)CCNC(=O)c1cn2ncnc(Oc3ccc(NC(=O)Nc4ccc(Cl)c(C(F)(F)F)c4)c(F)c3)c2c1C	-46*	-83*	-37*	-20*	25	4.6*	-57*	-90*
COc1ccc(C(=O)NNc2ccc(-c3ccccc3)nn2)cc1	100	103	108	102	107	110	103	92
